S3 lipid droplet: qHTS Assay for Lipid Storage Modulators in Drosophila S3 Cells. AID 2685. Drosophila S3 cells, BODIPY lipid droplet fluorescence, 18-24 h; cells fed with added oleic acid. lipid storage change, negative = inhibition, % at the top dose, mostly 46.1 µM; hits show Potency in µM. hit rate 0.64% among 320,000; active means well fitted inhibition curve with a large enough effect in the signal ratio, with a control signal flat, not every such curve was filed as active; inconclusive means small, poorly fitted or top-dose-only effect, or effect the other way, or a change in a side signal; the % refers to the signal ratio
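Laser-scanning cytometry quantifies lipid droplet accumulation (500–530 nm total intensity; droplet/cell object ratio) in oleic acid-fed (400 uM added) Drosophila S3 cells treated with a concentration series. 20 uM Triacsin C defined 100% inhibition.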
S3 lipid droplet cell count max: further read-out of S3 lipid droplet, marked with its call; cell number change, %; measured here: cell count max response;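 cells counted by Cell Tracker Red CMTPX staining in the red channel; peak over a dose series mostly up to 46.1 µM; percent activity relative to internal control wells on each plate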
The depositor's hits bear a star; i = inactive; ? = inconclusive; / = not tested or not shown. On the % scale 0 is the no-effect control and ±100 the full control effect; potency means the concentration at half of the fitted maximal effect. An excerpt, so the mix of outcomes need not match the whole.

SMILES | S3 lipid droplet | S3 lipid droplet cell count max
CC(C)[C@@]1(c2ccccc2)ON(c2ccccc2C(F)(F)F)C1=O | ? | /
COc1ccc(CN2C(=O)c3ccccc3C2=O)cc1C(=O)OC(C)C(=O)NC(N)=O (configuration not stated) | ? | /
S=C(NCc1ccncc1)NC1CCCCC1 | -3% | 26
O=C(Nc1sc2c(c1CN1CCOCC1)CCC2)c1ccc(F)cc1 | 26% | 16
C=CCN1C(=O)c2ccc(C(=O)NCC(c3ccccc3)N(C)C)cc2C1=O (configuration not stated) | ? | /
O=C(CNC(=O)c1ccc(Br)o1)Nc1cccc(-c2cnc3ccccc3n2)c1 | ? | /
CCCNCc1cc(OC)c(OCC(=O)NCCc2ccccc2)cc1Br | ? | /
CCOC(=O)c1cnc(SC2CC(=O)N(c3ccc(OC)c(OC)c3)C2=O)nc1N (configuration not stated) | 17% | /
Cc1nn(-c2ccccc2)c(=O)c2ccccc12 | ? | /
O=C(Nc1nc2ccccc2[nH]1)c1ccc(Cl)c(S(=O)(=O)N2CCCC2)c1 | ? | /
O=C(CN1C(=O)/C(=C\c2ccccc2Br)Oc2ccccc21)NCCCN1CCOCC1 | ? | /
Cc1ccc(C)c(NC(=S)N(C)CCc2ccccn2)c1 | ? | /
C=CCC(=O)OCC(=O)Nc1ccc(Cl)cn1 | ? | /
CCC(Sc1nc(=O)cc(N)n1CCc1ccccc1)C(=O)Nc1cc(C)on1 (configuration not stated) | ? | /
CN1CCCN(Cc2ccc(Cl)cc2Cl)CC1 | ? | /

(further entries)
SMILES | S3 lipid droplet | S3 lipid droplet cell count max
COc1ccc(CN2CCC(CO)(Cc3cccc(C(F)(F)F)c3)CC2)cc1Cn1cccn1 | 6% | 11
O=C1Nc2ccc(S(=O)(=O)N3CCCC3C(=O)O)c3cccc1c23 (configuration not stated) | 0% | 2
Nc1cnc(-c2ccccc2)nc1Cl | ? | /
O=C(Cc1ccccc1)Nn1c(-c2ccccc2F)nc2ccccc2c1=O | -13% | 0
CCOc1ccc(C(=O)CCC(=O)NNC(=O)c2ccncc2)cc1 | ? | /
COc1ccc(OCC(=O)Nc2cc(NC(=O)c3ccco3)ccc2OC)cc1 | ? | /
CCS(=O)(=O)n1nc(NCc2cccc(OC)c2)nc1NCc1cccc(OC)c1 | ? | /
Cc1c(C(=O)C(=O)N2CCN(Cc3ccc4c(c3)OCO4)CC2)c2ccccc2n1C | ? | /
C/C(CC(=O)NCc1ccccc1)=N\NC(=O)c1cnccn1 | 3% | -12
O=C(CSc1nc2ccccc2o1)N/N=C/c1ccccc1 | 18% | -6
O=C1C2C(c3ccccc3)CC=CC2[C@H](c2ccc3ccccc3c2)N1Cc1ccccc1 (some centres not stated) | -14% | -27
O=C(CC(Nc1ccc(F)cc1)C(=O)O)c1ccccc1 (configuration not stated) | 17% | -23
COc1ccc(N2C(=O)CC(N3CCN(c4nc5ccccc5s4)CC3)C2=O)cc1 (configuration not stated) | ? | /
COc1ccc(CNS(=O)(=O)c2cc3c4c(c2)C(C)C(=O)N4CCC3)cc1 (configuration not stated) | ? | /
COc1ccc(-c2ccccc2)cc1NCc1ccc(OC)c(OC)c1 | ? | /

Single entries from above:
O=C1Nc2ccc(S(=O)(=O)N3CCCC3C(=O)O)c3cccc1c23 (configuration not stated) – S3 lipid droplet = 0%
O=C(CSc1nc2ccccc2o1)N/N=C/c1ccccc1 – S3 lipid droplet cell count max = -6
C/C(CC(=O)NCc1ccccc1)=N\NC(=O)c1cnccn1 – S3 lipid droplet = 3%
O=C(Cc1ccccc1)Nn1c(-c2ccccc2F)nc2ccccc2c1=O – S3 lipid droplet cell count max = 0

(further entries)
SMILES | S3 lipid droplet | S3 lipid droplet cell count max
COC(=O)C1=C(C)N=C2SCCC(=O)N2C1c1ccc(OC(=O)c2ccco2)cc1 (configuration not stated) | -2% | -18
CC1CCN(Cc2c(C(=O)N/N=C/c3ccc(C(C)C)cc3)nnn2-c2nonc2N)CC1 | -10% | -14
CC(C)(C)c1nnc2sc(SCC(=O)c3ccc4c(c3)OCCO4)nn2c1=O | ? | /
Cc1nc2ccc(Br)cn2c1C(=O)N/N=C\c1ccc(C(C)C)cc1 | -10% | 8
CC(O)CNCc1ccccc1C(F)(F)F (configuration not stated) | -18% | -11
O=C(CSc1nncs1)Nc1ccc(N2CCCCC2)cc1 | i | -24
COCCNC(=O)c1cc(OC)c(OC)cc1[N+](=O)[O-] | ? | /
COc1ccc(OC)c(S(=O)(=O)CC(=O)c2cc3ccc(OC)cc3oc2=O)c1 | i | 8
Cc1ccc(S(=O)(=O)Oc2ccc(/C=C(/NC(=O)c3ccccc3)C(=O)NC(C)C(=O)O)cc2)cc1 (configuration not stated) | -4% | 3
C=CCNC(=S)Nc1cc(Cl)ccc1OC | ? | /
CCC(C)n1c(SCC(=O)Nc2ccc3[nH]c(=O)[nH]c3c2)nc2ccccc2c1=O (configuration not stated) | 9% | 5
CC1=CC2=NC(=O)CC(C)(C(=O)N(CC(=O)NC(C)(C)C)C3CCCC3)N2C=C1 (configuration not stated) | ? | /
CCOCCCNC(=O)C(NC(=O)c1ccc2c(c1)OCO2)c1ccccc1 (configuration not stated) | -9% | 29
Nc1nonc1C(=O)NCCNC(=O)c1ccc(Cl)cc1 | ? | /
O=P(c1ccccc1)(c1ccccc1)c1cc(S(=O)(=O)O)ccc1O | 7% | 5

New compounds follow:
SMILES | S3 lipid droplet | S3 lipid droplet cell count max
O=C(Cc1ccc(-n2cnnn2)cc1)NC12CC3CC(CC(C3)C1)C2 | ? | /
Cc1ccccc1C(=O)Nn1c(C)ccc1C | ? | /
O=C(CN1CCOCC1)N(c1ccccc1)c1ccc2ccccc2c1 | ? | /
COc1ccc(OC)c(N(CC(=O)NC2CCCC2)S(=O)(=O)c2ccc(OC)c(OC)c2)c1 | ? | /
COc1ccc(C(=O)NC(=S)N(Cc2ccccc2)Cc2ccccc2)cc1 | 8% | -12
O=C(Cn1ccnc1)c1ccc(O)c(O)c1 | ? | /
O=c1cc(CN2CCN(c3ccc(F)cc3)CC2)nc2sccn12 | ? | /
CCC(C)NC(=O)Cn1cc2c(n1)CCC(C)C2 (configuration not stated) | ? | /
CCCCOC(=O)CSC1=C(C#N)C(c2cccnc2)C(C(=O)OCC)=C(c2ccccc2)N1 (configuration not stated) | ? | /
Cc1ccc(-n2nnnc2-c2nc3ccccc3s2)cc1 | ? | /
O=C(CCCCCNC(=O)N1CCn2c1nc1ccccc12)NCc1ccccc1Cl | i | 10
O=C(CCN1C(=O)/C(=C/c2ccc(F)cc2)SC1=S)NCCCn1ccnc1 | 9% | /
Cc1nnsc1C(=O)N/N=C/c1ccc2ccccc2c1O | 0% | 16
CC(=O)Nc1ccc(OCC(O)CN2CCN(S(=O)(=O)c3ccc(NC(C)=O)cc3)CC2)cc1 (configuration not stated) | ? | /
Cn1c(SCC(=O)NC2CC2)nnc1-c1ccccn1 | -7% | 14

More entries follow.
SMILES | S3 lipid droplet | S3 lipid droplet cell count max
N#Cc1nc(-c2cccs2)oc1NCCc1ccccc1 | ? | /
Clc1ccc(COn2ccnc2)cc1Cl | ? | /
CCOC(=O)N1CCN(S(=O)(=O)c2cc(OCC(N)=O)c(C)cc2Cl)CC1 | ? | /
CCOc1ccc(NC(=O)CN2C(=O)C3CC=CCC3C2=O)cc1 (configuration not stated) | i | 2
CN(c1ccccc1)S(=O)(=O)c1cccc(C(=O)NC2CCCCC2)c1 | ? | /
COc1ccc(-n2c(C)cc(C(=O)Cn3nc(C(=O)O)c4ccccc4c3=O)c2C)cc1 | ? | /
CC(C)c1ccccc1OCC(=O)N1CCCCCCC1 | 12% | 19
CC1=C(C(=O)OCC(C)C)[C@]23C(=O)c4ccccc4[C@@]2(O1)OC(N)=C3C#N | 2% | -12
CCOC(=O)C1=CSC2=NS(=O)(=O)CCN12 | 4% | /
Cc1ccc(NC(=O)c2ccsc2)cc1NS(C)(=O)=O | 4% | 12
Cc1cc2cc(C(c3nnnn3Cc3ccco3)N3CCc4ccccc43)c(=O)[nH]c2cc1C (configuration not stated) | 16% | -3
O=C(COc1ccccc1F)NCc1ccc(-n2cccc2)cc1 | i | /
COC(=O)CSc1nc2cc3c(cc2cc1C)OCCO3 | ? | /
COc1ccc(OC)c(C2C(C(N)=O)=C(C)Nc3nc(-c4cccc(Cl)c4)nn32)c1 (configuration not stated) | ? | /
COc1ccc(CNC(=O)CCCSc2ccccc2)cc1 | ? | /

Further entries follow:
SMILES | S3 lipid droplet | S3 lipid droplet cell count max
COc1ccc(NC(=O)CCNC(=O)Cn2cnc3ccccc3c2=O)cc1OC | ? | /
O=Cc1ccc(OC(=O)CCCCC(=O)Oc2ccc(C=O)cc2)cc1 | 0% | 18
CCOc1cc(N2CCOCC2)c(OCC)cc1NC(=O)COc1cccc(CC)c1 | 21% | -33
CN(C)S(=O)(=O)c1cccc(N=c2scc(-c3ccc4c(c3)NC(=O)CO4)n2CC2CCCO2)c1 (configuration not stated) | ? | /
Cn1c(CCN2CCOCC2)nc2cc(NC(=O)COc3ccccc3)ccc21 | 12% | 7
CCN(CC)C(=O)c1cccc(C)c1 | -1% | 1
COc1ccc2cc(C(=O)C3CCCN(C(=O)c4ccnn4C)C3)ccc2c1 (configuration not stated) | -9% | -14
O=C(CN1C(=O)C2CC=CCC2C1=O)Nc1ccc(S(=O)(=O)Nc2nccs2)cc1 (configuration not stated) | ? | /
O=C(Nc1ccccc1)c1ccc(=O)n(Cc2ccc(F)c(F)c2)c1 | ? | /
CCc1cc(=O)[nH]c(SC/C=C/c2ccccc2)n1 | ? | /
COC(=O)[C@H](CC(C)C)NC(=O)NC1CCCc2ccccc21 (some centres not stated) | ? | /
CCN(CC)C(=O)c1cn(CCC#N)nc1-c1ccc(F)cc1 | -2% | -4
COc1ccc(-c2nc3cnccn3c2NCc2ccccc2)cc1SC1CCCCC1 | ? | /
CN(C)c1ccc(-c2nn3c(-c4ccccc4Cl)nnc3s2)cc1 | -6% | -16
CCCN(CC(=O)Nc1ccccc1OC)C(=O)c1ccc2[nH]c3c(c2c1)CC(C)CC3 (configuration not stated) | ? | /

Next structures:
SMILES | S3 lipid droplet | S3 lipid droplet cell count max
CCc1nccn1CCC(=O)NC1CCCc2c1cnn2-c1ccc(F)cc1F (configuration not stated) | ? | /
CN(C)C(CNc1ccc(C(F)(F)F)cc1[N+](=O)[O-])c1ccccc1 (configuration not stated) | ? | /
CCOC(=O)N1CCN(S(=O)(=O)c2ccc(C(=O)N(CCCN(C)C)c3nc4ccc(CC)cc4s3)cc2)CC1 | -7% | -8
CN(CC(O)COCc1cccs1)C1CCCCC1 (configuration not stated) | -2% | 12
O=C(O)C1CCCN1C(=O)Nc1ccc(F)cc1 (configuration not stated) | 6.5µM* | 1.4*
Cc1nnc(SCC2CCCO2)n1-c1ccccc1 (configuration not stated) | -3% | 6
CC(C)(C)c1cc(-c2ccccc2)no1 | ? | /
COc1ccccc1NC(=O)COC(=O)CCC(=O)c1cccs1 | 17% | 17
Cc1cc(NC(=O)c2ccc(Cl)cc2)n(-c2ccccc2)n1 | ? | /
COc1ccccc1N1CCN(C(=O)CN(C)S(=O)(=O)c2ccc3c(c2)c(=O)n(C)c(=O)n3C)CC1 | 4% | 13
C1CCC(Nc2nc3nonc3nc2N2CCSCC2)C1 | 2% | -7
Cc1ccc(C)c(NC(=S)N(C)CCO)c1 | 4% | 17
CCC(CC)C(=O)Nc1ccccc1-n1cccc1 | 19% | 5
CC(OC(=O)COc1cccc2c1OC(C)(C)C2)C(=O)Nc1ccc(S(N)(=O)=O)cc1 (configuration not stated) | ? | /
O=C(Cn1cc2c(n1)CCCCC2)NCc1ccccn1 | 10% | 7

Exported with two lines to a compound: entries from further up
Screens in order – S3 lipid droplet	S3 lipid droplet cell count max
Cc1nnc(SCC2CCCO2)n1-c1ccccc1 (configuration not stated)
    -3%	6
CC(C)(C)c1cc(-c2ccccc2)no1
    ?	/
COc1ccccc1NC(=O)COC(=O)CCC(=O)c1cccs1
    17%	17
Cc1cc(NC(=O)c2ccc(Cl)cc2)n(-c2ccccc2)n1
    ?	/

More compounds:
SMILES | S3 lipid droplet | S3 lipid droplet cell count max
NC(=O)CC[C@@H]1NC(=O)[C@@H]2CCCN2C(=O)c2cc([N+](=O)[O-])cc(I)c2NCCC[C@@H](C(N)=O)NC1=O | -8% | -23
S=c1[nH]nc(COc2ccccc2)n1/N=C/C=C/c1ccccc1 | ? | /
CCOc1ccccc1NCc1cc(=O)oc2cc(C)ccc12 | i | -4
Cc1sc(-c2ccncc2)nc1OC(=O)c1ccc(F)cc1F | i | 21
CCCN(CC(=O)Nc1ccccc1C)C(=O)COc1c(C)cccc1C | ? | /
Cc1ccc(C(=O)c2c(C)oc3c2C(=O)C(=O)c2ccccc2-3)cc1 | ? | /
Cc1cc(C)cc(CSc2ccc(S(=O)(=O)N3CCCC3)cn2)c1 | ? | /
Oc1ccccc1CNc1nccs1 | -1% | 7
CC1=CC=CC2=NC(=O)CC(C)(C(=O)N(CC(=O)NC3CCCC3)Cc3ccc(Cl)cc3)N12 (configuration not stated) | ? | /
O=C1CCN(S(=O)(=O)c2ccccc2)C2CCCCC12 (configuration not stated) | ? | /

Full records, quoted from the list:
O=C(CCN1C(=O)/C(=C/c2ccc(F)cc2)SC1=S)NCCCn1ccnc1 reads S3 lipid droplet: 9%; S3 lipid droplet cell count max: /
COc1ccc(CN2CCC(CO)(Cc3cccc(C(F)(F)F)c3)CC2)cc1Cn1cccn1 reads S3 lipid droplet: 6%; S3 lipid droplet cell count max: 11
